Screening data (PubChem)
CHT allo act = CHT positive allosteric modulators, primary screen, cell-based, membrane potential dye, choline EC20. CHT-expressing cells; stronger effect = higher value; LV-AA mutant CHT in HEK293 cells. B-score at 10 µM. 310,000 compounds, 0.49% hits;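 active means initial fluorescence not abnormally high and integrated response B-score, plate-corrected, over 3 SD above library mean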
Target sequence (Q9GZV3 whole entry, looked up): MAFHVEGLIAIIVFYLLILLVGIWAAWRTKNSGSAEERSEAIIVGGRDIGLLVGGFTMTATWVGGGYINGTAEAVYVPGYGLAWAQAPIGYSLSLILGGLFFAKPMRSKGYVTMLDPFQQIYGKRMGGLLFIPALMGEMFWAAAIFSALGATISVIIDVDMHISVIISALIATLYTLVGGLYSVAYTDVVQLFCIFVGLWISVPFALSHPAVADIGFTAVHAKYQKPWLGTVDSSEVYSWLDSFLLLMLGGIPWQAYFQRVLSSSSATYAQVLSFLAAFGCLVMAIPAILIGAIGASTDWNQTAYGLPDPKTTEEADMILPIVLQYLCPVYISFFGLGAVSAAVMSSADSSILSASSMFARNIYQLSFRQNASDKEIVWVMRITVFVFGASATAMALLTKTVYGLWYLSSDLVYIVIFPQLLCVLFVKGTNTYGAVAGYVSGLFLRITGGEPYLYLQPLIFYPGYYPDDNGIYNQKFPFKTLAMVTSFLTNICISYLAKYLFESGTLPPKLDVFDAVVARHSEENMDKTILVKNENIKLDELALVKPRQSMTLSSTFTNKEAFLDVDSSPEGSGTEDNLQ
OX1R antagonist = OX1R (HCRTR1) antagonists, primary screen, fluorescence, CHO/OX1R cells, Fluo-8 calcium, orexin A | Fluo-8 calcium fluorescence | AID 434989, 2010 | inhibition, % at 5 µM | 330,000 compounds, 0.43% hits;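 active means inhibition above its plate's threshold, mean inhibition of all tested compounds on the plate plus 3 SD, cut at about 37% in these data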;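 further: 0% = orexin A challenge wells and 100% = SB-334867-A antagonist wells; not every result past the cut was called active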
Target sequence (O43613 whole entry, looked up): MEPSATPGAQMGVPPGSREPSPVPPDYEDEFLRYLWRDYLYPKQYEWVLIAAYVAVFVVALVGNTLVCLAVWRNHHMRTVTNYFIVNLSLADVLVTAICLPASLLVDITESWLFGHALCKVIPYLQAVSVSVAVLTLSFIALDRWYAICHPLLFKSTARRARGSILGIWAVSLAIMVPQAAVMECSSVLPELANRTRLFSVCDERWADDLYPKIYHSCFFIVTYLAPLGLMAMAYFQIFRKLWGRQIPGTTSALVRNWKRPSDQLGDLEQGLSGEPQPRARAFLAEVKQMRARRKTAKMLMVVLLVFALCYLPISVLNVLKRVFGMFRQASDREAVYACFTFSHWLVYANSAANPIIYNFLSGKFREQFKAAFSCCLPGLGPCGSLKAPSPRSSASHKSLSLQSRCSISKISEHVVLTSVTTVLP
An asterisk follows results filed as active; i = inactive; . = no result given. Not a hit list; about 0.8% have a hit in one of these screens.

SMILES	CHT allo act	OX1R antagonist
COC(=O)C1=C(C(=O)OC)[C@@H]2N(C)c3ccc(OC)cc3[C@@]23C[C@@H](C(=O)OC)N(C(=O)C2CCC2)C3=N1	i	-24.3
CC[C@]12c3[nH]c4ccccc4c3CCN1C(=O)C(CC(=O)NCCCOC)C[C@@H]2C(=O)N1CCN(C(=O)C2CC2)CC1 (stereo not given in full)	.	6.5
Cc1c(Cl)ccc(S(=O)(=O)Nc2cccnc2)c1Cl	i	-16.4
NS(=O)(=O)c1ccc(NS(=O)(=O)c2ccc(NC(=O)c3ccc(-c4ccccc4)cc3)cc2)cc1	i	8.2
CC(C)Sc1nc(O)c(Cc2ccccc2)c(=O)[nH]1	i	3.3
Cc1cc(C)cc(N(CC(=O)Nc2cccc(C)c2C)S(=O)(=O)c2c(C)[nH]c(=O)[nH]c2=O)c1	i	-14.2
C=CCn1c(CNS(=O)(=O)c2ccc(F)cc2)n[nH]c1=S	i	4.5
CC(=O)c1cccc(NC(=O)CCS(=O)(=O)c2cccc3nsnc23)c1	i	-30.0
O=C(Cn1c(=O)oc2ccccc21)Nc1ccc(Br)cc1	i	10.2
O=c1[nH]c2ccccc2nc1-c1ccc(Cl)cc1	i	-12.7
O=C(CSc1ccc(-c2ccccn2)nn1)Nc1nccs1	i	-2.9
CCOc1ccc(-c2cc(CCCC(=O)NCCCOC)no2)cc1	i	-44.1
Cc1ccc(C)c(C(C)NC(=O)C2CCCO2)c1 (stereo not given)	i	-17.8
Cc1ccc(CC(=O)Nc2cc(C)ccn2)cc1	i	-12.9
Cc1ccc(CN(CC(=O)NC(C)(C)C)C(=O)CNC(=O)c2cccs2)cc1	i	-38.1
CCOC(=O)N1CCN(C(=O)CNS(=O)(=O)c2cccs2)CC1	i	-0.7
CN1C/C(=N\S(=O)(=O)c2ccccc2)N(C)C1=O	i	2.5
Cc1snc(S(=O)(=O)/C(C#N)=N\Nc2ccccc2)c1C#N	i	-5.6
CCc1ccc(C2C(C(=O)O)c3ccccc3C(=O)N2C)cc1 (stereo not given)	i	-7.8
CC(=O)c1ccc(NC(=O)Nc2ccc(S(=O)(=O)N3CCCC3)cc2)cc1	i	.
Cc1nc(NC(C)C(=O)O)c2nc(C)oc2n1 (stereo not given)	i	-1.2
CCOC(=O)C1=C(O)C(=O)N(c2ccc(S(N)(=O)=O)cc2)C1c1ccc(Br)cc1 (stereo not given)	i	15.7
O=C(CCCn1nnnc1CN1CCOCC1)N1CCC(c2ccc(F)cc2)C1 (stereo not given)	i	-17.6
C#CCOCCOCCOCCNc1nc(N2CCN(C(=O)[C@H](CC(N)=O)n3cc([C@@H](N)C(C)C)nn3)CC2)nc(N2CCN(C(=O)[C@H](CC(N)=O)n3cc([C@@H](N)C(C)C)nn3)CC2)n1	.	-7.3
Cc1ccc(NC(=O)N2CCCC(C(=O)O)C2)cc1 (stereo not given)	i	-10.3
CN1CCN(CCCNC(=O)c2ccc(Cn3c(=S)[nH]c4ccc(Br)cc4c3=O)cc2)CC1	i	-16.1
O=C1c2ccccc2C(=O)N1CCc1c[nH]c2ccc(O)cc12	i	-5.0
COc1ccccc1CCN1CCCC(CN(C)C(=O)CCC(N)=O)C1 (stereo not given)	i	-6.0
O=C(COc1ccc([N+](=O)[O-])cc1)Nc1ccc(S(=O)(=O)N2CCOCC2)cc1	i	-0.3
O=C(c1ccco1)N1CCN(CCCCOc2ccc(F)cc2)CC1	i	7.8
CCOc1ccc(OCCOC(=O)CNC(=O)c2ccc(Cl)cc2Cl)cc1	i	-14.0
O=C(c1ccccc1)c1ccc2nc(Nc3ccccc3)c3nncn3c2c1	i	-4.4
Cc1cnc2cc([N+](=O)[O-])ccc2n1	i	2.0
Cc1cc(-c2ccccc2)nc(-c2ccccc2)c1C	i	-12.6
COc1ccc(-c2csc(NC(=O)CN3C(=O)CCC3=O)n2)c(OC)c1	i	-10.0
CCN1CCN(c2ccc(S(=O)(=O)N3CCOCC3)cc2NC(=O)CCOc2ccccc2)CC1	i	-22.8
COc1ccc(CC(=O)NCCS(=O)(=O)N2CCN(c3ccc(F)cc3)CC2)cc1OC	i	-32.6
Cc1cc(OCC(=O)N(C)c2c(N)n(Cc3ccccc3)c(=O)[nH]c2=O)c(C(C)C)cc1Cl	i	2.5
Cc1ccc2nc(C)cc(C(=O)N/N=C/c3ccncc3)c2c1	i	6.5
Cc1nn(CC2CC2)c(=O)n1-c1ccc(C(C)C)cc1	i	11.4

A different layout for some results above:
mol | CHT allo act | OX1R antagonist
O=C(c1ccccc1)c1ccc2nc(Nc3ccccc3)c3nncn3c2c1 | i | -4.4
CCOC(=O)N1CCN(C(=O)CNS(=O)(=O)c2cccs2)CC1 | i | -0.7
Cc1c(Cl)ccc(S(=O)(=O)Nc2cccnc2)c1Cl | i | -16.4

Continued.
SMILES	CHT allo act	OX1R antagonist
C/C(=N\NC(=O)c1csc(C)c1C)c1ccc(Cl)s1	i	-10.8
O=C(Nc1ccc(S(=O)(=O)N2CCCCC2)cc1)c1ccc(Cl)nc1	.	6.2
Cc1ccccc1-c1cc(C(=O)N/N=C/c2cccnc2)c2ccccc2n1	i	.
O=c1[nH]c2sc3c(c2c(=O)n1Cc1ccccc1)CCC3	i	-14.9
CCCCNC(=S)NNC(=O)c1ccc(Br)o1	i	-5.5
Cc1ccc2c(c1)=C(c1ccccc1)N(O)CC(=O)N=2	i	-7.2
O=S(=O)(NC1CCCCC1N1CCCCC1)c1ccc(Cl)cc1 (stereo not given)	i	-14.1
Cc1cc2oc(=O)cc(CN3CCN(Cc4ccc5c(c4)OCO5)CC3)c2cc1C	i	-27.7
Cc1c(Br)c([N+](=O)[O-])nn1CC(=O)Nc1ccc(Cc2ccncc2)cc1	i	0.0
FC(F)(F)c1cccc(N2CCN(C3CC4CCC3C4)CC2)c1 (stereo not given)	i	-22.2

Ordered by value in OX1R antagonist (lowest first): some entries from above.
compound | OX1R antagonist
Cc1cc2oc(=O)cc(CN3CCN(Cc4ccc5c(c4)OCO5)CC3)c2cc1C | -27.7
FC(F)(F)c1cccc(N2CCN(C3CC4CCC3C4)CC2)c1 (stereo not given) | -22.2
O=S(=O)(NC1CCCCC1N1CCCCC1)c1ccc(Cl)cc1 (stereo not given) | -14.1
C/C(=N\NC(=O)c1csc(C)c1C)c1ccc(Cl)s1 | -10.8
Cc1ccc2c(c1)=C(c1ccccc1)N(O)CC(=O)N=2 | -7.2
CCCCNC(=S)NNC(=O)c1ccc(Br)o1 | -5.5

(list continues)
SMILES	CHT allo act	OX1R antagonist
C=CCNC(=O)COC(=O)c1cc(S(=O)(=O)N2CCOCC2)ccc1N1CCCCC1	i	-31.5
COC(=O)N/N=C(\C)c1ccco1	i	-4.5
CC(C)C[C@H](NC(=O)c1nc[nH]c1C(=O)N1CCN(c2ccccc2)CC1)C(=O)OC(C)(C)C	i	-46.6
N#CCCNC(=O)CCN1CCOCC1	i	-6.0
CN(Cc1nccn1C)C(=O)CC1C(=O)NCCN1Cc1ccc(F)cc1Cl (stereo not given)	i	-13.8
O=C(Nc1ccc(S(=O)(=O)N2CCCCCC2)cc1)c1ccco1	i	-10.7
O=C(NCc1ccc2c(c1)OCO2)C1CCCN1S(=O)(=O)c1ccc(Cl)cc1 (stereo not given)	i	-12.0
O=C(/C(=C/O)N=Nc1ccccc1)c1ccc(Cl)cc1	i	-34.0
CC1(C(=O)NNC(=S)NCC2CCCO2)CC1(Cl)Cl (stereo not given)	i	-4.7
Cc1cc(S(=O)(=O)NCc2ccc(S(N)(=O)=O)cc2)c(C)s1	i	4.8
COc1ccc(S(=O)(=O)NC(C)C)cc1C(=O)NC1CCCCC1	i	-5.7
CC(C)c1ccc(NC(=O)COc2nncc3ccccc23)cc1	i	-4.5
COc1ccc(CCN2C(=O)NC(NS(=O)(=O)c3ccc(NC(C)=O)cc3)(C(F)(F)F)C2=O)cc1OC (stereo not given)	i	1.6
Cc1ccnc(SCc2cc(=O)c(OC(=O)c3ccco3)co2)n1	i	-3.4
COc1ccccc1NS(=O)(=O)c1ccc(C(=O)N2CCCC(C(F)(F)F)C2)cc1 (stereo not given)	.	8.6
CCOC(=O)c1cc(C#N)c(N2CCN(C(=O)c3ccccc3)CC2)nc1C(F)(F)F	i	2.1
CCCCCOc1ccc(/C=C/c2c([N+](=O)[O-])c(=O)n(C)c(=O)n2C)cc1	i	-21.3
Cc1cc(NC(=O)CSc2nc3ccccc3c(=O)n2-c2ccccc2)no1	i	-9.0
CN(CCOc1ccc(Cl)cc1)CC(O)c1ccccc1 (stereo not given)	i	-16.4
O=C(Nc1nc2ccccc2[nH]1)c1ccc(Cl)c(S(=O)(=O)N2CCCC2)c1	i	-26.4
Cc1sc2nc(-c3cccs3)oc(=O)c2c1C	i	-11.6
COc1ccc(/C=N/Nc2cc(C)nc3ccc(Br)cc23)cc1	i	-21.7
CC(C)c1nc(N2CCOCC2)c(C#N)c2c1CCC2	i	-1.0
CCOC(=O)c1sc(-c2ccccc2)cc1NC(=O)Nc1ccccc1	i	-27.3
CCNC(=O)CCSc1nc2cc(Cl)ccc2o1	i	8.5
COc1ccccc1Oc1nc2ccccn2c(=O)c1/C=C(\C#N)C(=O)Nc1c(C)n(C)n(-c2ccccc2)c1=O	i	-29.0
C/C(=N\NS(=O)(=O)c1ccc(C(C)(C)C)cc1)c1ccccc1	i	-45.3
Cc1ccc(NC(=O)c2ccc(=O)[nH]n2)cc1S(=O)(=O)Nc1ccc(SC(F)F)cc1	.	-14.1
COc1cc2c(c(OC)c1OC)-c1ccc(NC(=O)c3ccccc3)c(=O)cc1[C@@H](NC(C)=O)CC2	i	.
COc1cccc(-c2nnc(NC(=O)Cc3cccs3)s2)c1	i	3.5
CS(=O)(=O)c1cnc2c(-c3ccc(F)cc3)cnn2c1N	i	5.8
Cc1ccc(C(C)C)c(OCc2n[nH]c(=S)o2)c1	i	-14.1
COc1cccc(NC(C)C(=O)Nc2cc([N+](=O)[O-])ccc2Cl)c1 (stereo not given)	i	-22.2
CC(C)(C)n1nc2c(c1NC(=O)c1ccco1)CS(=O)C2 (stereo not given)	i	11.2
COc1ccc(CCN2C(=O)c3cccnc3C2=O)cc1OC	i	-11.1
Cc1c(Cl)cccc1NC(=O)CCCN1C(=O)c2cccnc2C1=O	i	-11.9
Cc1ccc2nc(SCC(=O)Nc3ccc(F)cc3)nc(=O)n2c1	i	-13.4
O=C(CN(C(=O)c1ccc(Cl)cc1)C1CCCCC1)Nc1ccc(Cl)c([N+](=O)[O-])c1	i	-3.6
Cc1ccc(S(=O)(=O)n2nc(-c3ccco3)nc2SCc2ccccc2)cc1	i	-14.0
CCCNC(C)(C)COC(=O)c1ccccc1	i	-19.2

Gathered by group, those above with a cyano group.
SMILES	CHT allo act	OX1R antagonist
Cc1snc(S(=O)(=O)/C(C#N)=N\Nc2ccccc2)c1C#N	i	-5.6
N#CCCNC(=O)CCN1CCOCC1	i	-6.0
CCOC(=O)c1cc(C#N)c(N2CCN(C(=O)c3ccccc3)CC2)nc1C(F)(F)F	i	2.1
CC(C)c1nc(N2CCOCC2)c(C#N)c2c1CCC2	i	-1.0
COc1ccccc1Oc1nc2ccccn2c(=O)c1/C=C(\C#N)C(=O)Nc1c(C)n(C)n(-c2ccccc2)c1=O	i	-29.0

Next part
SMILES	CHT allo act	OX1R antagonist
Cc1ccc2nc(C3CCCCC3)[nH]c2c1	i	-22.4
CCCCC(CC)C(=O)Nc1ccc(S(=O)(=O)N2CCCC2)cc1 (stereo not given)	i	-21.5
COc1ccc(Nc2c3c(nc4ccc(C)cc24)CCC3)cc1	i	-31.7
O=C(O)c1ccc(S(=O)(=O)c2ccc3c(c2)C(=O)N(NC(=O)c2ccccc2)C3=O)cc1	i	-10.3
c1ccc(CNC2=NCCCCC2)cc1	i	-2.7
COc1ccc(-n2c(C)nnc2SCC(=O)NC2CC2)cc1	i	3.0
N/C(=N\c1nc2c(c(=O)[nH]1)CCCC2)Nc1ccccc1	i	-7.2
CCOC(=O)C1=C(CC)Nc2ccccc2N=C1N	i	-16.2
O=C(COc1ccccc1Cl)Nc1ccc2c(c1)C(=O)NC2=O	i	-11.6
Cc1cccc(C)c1NC(=O)C(c1ccc([N+](=O)[O-])cc1)N(C)C(=O)c1ccccn1 (stereo not given)	i	-4.1

Full records as entered above. Values in the order: CHT allo act, OX1R antagonist
O=C(COc1ccccc1Cl)Nc1ccc2c(c1)C(=O)NC2=O in the list: i, -11.6
N/C(=N\c1nc2c(c(=O)[nH]1)CCCC2)Nc1ccccc1 in the list: i, -7.2

The list continues.
SMILES	CHT allo act	OX1R antagonist
Cc1ccc(NC(=O)c2cccc(N3C(=O)C4C5CCC(C5)C4C3=O)c2)c(C)c1 (stereo not given)	i	-23.8
COc1ccc(S(=O)(=O)N2CCCC2)c(Cl)c1Cl	i	-13.3
CCN(CC(=O)Nc1c(F)cccc1F)C(=O)CCN1C(=O)C2CCCCC2C1=O (stereo not given)	i	-10.8
Cc1nn(C)c(C(=O)NNC(=S)NC2CCCCC2)c1Cl	i	-3.2
CC1CCC(NC(=O)CN2C(=O)COc3ccc(S(=O)(=O)N4CCCC4)cc32)CC1 (stereo not given)	i	-30.6
COC(=O)C[N+](C)(C)C/C=C\c1ccccc1	i	2.9
Cc1ccc(NC(=O)COc2cccc(Oc3ccccc3)c2)cc1S(=O)(=O)N1CCOCC1	.	45.4*
C=CCc1c(C)nc(SC)nc1Nc1ccc(C)cc1	i	-40.5
CC(C)(C)c1ccc(S(=O)(=O)Nc2ccc(C(=O)N3CCCC3)cc2)cc1	i	.
Cc1ccc[n+](CC2OCc3ccccc3CO2)c1	i	5.1
CCOC(=O)c1cnc(SCC(=O)NCc2ccco2)nc1N	i	-10.3
COc1ccc(NC(=O)CN2C(=O)C(C)Oc3ccc(C)cc32)cc1 (stereo not given)	i	-8.9
CC(OC(=O)COc1ccc(C#N)cc1)C(=O)Nc1ccc(Cl)cn1 (stereo not given)	i	-20.8
Nc1nc(SCc2c(Cl)cccc2Cl)n[nH]1	i	-3.3
Cc1cc(-c2nnc(CCC(=O)NC(C)c3ccc(F)cc3)o2)no1 (stereo not given)	i	-3.2
O=C(O)c1ccc(COc2ccccc2/C=C2\NC(=O)N(Cc3ccccc3)C2=O)cc1	i	-8.3
